Assay outcomes (PubChem)
esBAF inh = SWI/SNF esBAF complex inhibition. AID 602393. reporter increase, % at 12.5 µM. 350,000 tested, 2% active. mouse ES cells, Bmi1-luciferase knock-in reporter, 24 h; 100% = twice the neutral-well signal; in the data active = activation above about 40%;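 also: 0% = median of the plate's neutral control wells and 100% = double that signal; a rise in the Bmi1 reporter signal indicates esBAF inhibition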
Casp6 inh = caspase-6 (human) enzyme inhibition; purified caspase-6, Z-VEID-R110 cleavage fluorescence; 350,000 tested, 0.53% active; P55212; inhibition, % at 12.5 µM;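 active = mean inhibition across replicates at least about 35%, with every replicate also reaching that limit, limit read from the data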;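 also: 0% = median of neutral control wells and 100% = no fluorescence left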
ERp5 inh = blocks human ERp5 reductase activity on insulin; 350,000 tested, 0.05% active; ERp5 insulin aggregation, absorbance 650 nm, 90 min; inhibition, % at 9.99 µM; Q15084;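 active = mean replicate inhibition above about 25%, with every replicate also reaching it, limit read from the data, passing the limit was not always enough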
Target sequence (Q15084 whole entry, looked up): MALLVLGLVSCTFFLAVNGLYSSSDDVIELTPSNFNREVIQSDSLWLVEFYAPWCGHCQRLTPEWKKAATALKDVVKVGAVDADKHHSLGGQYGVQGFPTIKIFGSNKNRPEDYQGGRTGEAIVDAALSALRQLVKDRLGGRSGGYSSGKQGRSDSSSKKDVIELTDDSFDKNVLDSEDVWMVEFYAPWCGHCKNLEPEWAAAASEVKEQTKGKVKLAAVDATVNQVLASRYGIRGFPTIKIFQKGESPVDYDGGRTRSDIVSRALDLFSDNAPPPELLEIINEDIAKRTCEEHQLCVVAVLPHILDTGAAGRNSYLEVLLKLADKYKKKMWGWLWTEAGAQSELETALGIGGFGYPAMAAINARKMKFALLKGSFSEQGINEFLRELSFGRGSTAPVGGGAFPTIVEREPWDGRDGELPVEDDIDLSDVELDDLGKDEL
ARNT TACC3 PPI = ARNT/TACC3 interaction disruption; Q9Y6A5; AlphaScreen His-ARNT PAS-B/GST-TACC3 binding, luminescence; TACC3 fragment carries E629A point mutation; inhibition, % at 9.99 µM; 390,000 tested, 0.66% active; AID 623870;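 active = mean inhibition of replicates at least 50% and at least half of replicates each reaching 50%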;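 also: 0% = complete ARNT plus TACC3 wells and 100% = ARNT alone without TACC3; many hits fall short of the cut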
PglD inh = blocks C. jejuni PglD acetyltransferase activity; purified PglD enzyme, DTNB colorimetric CoA detection; inhibition, % at 12.5 µM; 360,000 tested, 0.098% active; in the data active = inhibition above about 16%, passing the limit was not always enough; also: strong numbers were not always called active
RAD52 anneal inh = blocks human RAD52 DNA annealing. P43351. recombinant RAD52 DNA annealing, FRET fluorescence. inhibition, % at 18.7 µM. 360,000 tested, 0.46% active. AID 651710;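 active = every replicate showing at least 50% inhibition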
RAD54 branch = inhibitors of human RAD54 branch migration; Q92698; RAD54 Holliday junction branch migration, FAM/BHQ fluorescence; inhibition, % at 10.4 µM; 360,000 tested, 0.14% active; AID 602329;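 active = mean normalized replicate activity at least 40 and at least half of replicates scoring 40 or more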;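 also: 0% = median of neutral control wells and 100% = median of positive control wells; inhibitors cause a drop in the FAM fluorescence signal; in these data hits start at about 50%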
E-sel inducer = E-selectin induction on HUVECs; activation, % at 7.58 µM; HUVEC E-selectin immunofluorescence imaging; normalized: neutral wells 0, TNF-alpha wells 100; 260,000 tested, 0.37% active; P16581; AID 686992;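 active = mean E-selectin-positive cell signal at least 10% of the positive control, reached in at least 60% of replicates, without over 20% cell loss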;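 also: in these data hits start at about 27%; measured in HUVEC primary endothelial cells; signal is the percent of cells scored E-selectin positive by PE staining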
Target sequence (P16581 whole entry, looked up): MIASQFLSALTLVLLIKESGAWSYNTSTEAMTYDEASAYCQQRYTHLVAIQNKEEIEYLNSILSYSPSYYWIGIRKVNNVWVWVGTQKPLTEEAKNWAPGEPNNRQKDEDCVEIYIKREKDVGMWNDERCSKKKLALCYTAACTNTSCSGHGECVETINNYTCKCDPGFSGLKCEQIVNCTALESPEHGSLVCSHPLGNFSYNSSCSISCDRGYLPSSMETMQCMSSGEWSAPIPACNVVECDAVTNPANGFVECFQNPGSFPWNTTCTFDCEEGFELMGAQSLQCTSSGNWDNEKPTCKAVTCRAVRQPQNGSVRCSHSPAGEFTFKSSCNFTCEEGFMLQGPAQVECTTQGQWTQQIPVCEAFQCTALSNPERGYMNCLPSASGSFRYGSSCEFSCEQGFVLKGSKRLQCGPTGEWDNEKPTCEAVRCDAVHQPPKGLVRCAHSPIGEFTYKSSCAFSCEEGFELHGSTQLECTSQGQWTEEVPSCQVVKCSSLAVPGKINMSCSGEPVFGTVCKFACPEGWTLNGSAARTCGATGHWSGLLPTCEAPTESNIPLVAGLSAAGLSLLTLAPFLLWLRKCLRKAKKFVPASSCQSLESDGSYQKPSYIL
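Assay system: HUVEC primary endothelial cells. Input: 3,000 HUVEC seeded per well. Doses: one compound dose added by pin transfer. Read-out basis: % PE-positive cells. Benchmarks: TNF-alpha high, DMSO low. Detection: immunofluorescence imaging. Buffer or medium: EGM-2, gelatin.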
* = called active by the depositor; . = not tested or not shown; & = joins results of further samples.

item	Molecule	esBAF inh	Casp6 inh	ERp5 inh	ARNT TACC3 PPI	PglD inh	RAD52 anneal inh	RAD54 branch	E-sel inducer
1	COc1ccc(NC(=O)CCC(=O)N2CCCC2)c([N+](=O)[O-])c1	5	-2	4	-4	1	-11	6	-3.6
2	CC(=O)Nc1nnc(SCc2cccc(F)c2)s1	9	2	5	-15	.	2	-13	-0.1
3	CC(C)NC(=O)COC(=O)C1CSC2(c3ccc(Br)cc3)CCC(=O)N12 (stereo not given)	.	2	1	-4	.	-2	.	.
4	O=[N+]([O-])c1ccccc1S(=O)(=O)NCCC1=CCCCC1	9	.	.	0	5	.	-4	.
5	COC(=O)C[C@H]1C=C[C@@H](NC(=O)Nc2ccc(C(F)(F)F)cc2)[C@H](CO)O1	-2	0	-4	-3	-4	0	6	0.3
6	C[C@H](CO)N1C[C@H](C)[C@H](CN(C)C(=O)C2CCCCC2)OCCCC[C@H](C)Oc2ccc(NC(=O)Nc3ccccc3)cc2C1=O	4	-1	9	-14	-3	-7	-2	.
7	O=C(CN1C(=O)NC2(CCCC2)C1=O)NCc1ccccc1	0	-1	3	-2	2	-2	12	7.3
8	C[C@@H]1CN([C@@H](C)CO)C(=O)c2cc(-c3cccnc3)cnc2O[C@H]1CN(C)Cc1ccc(-c2ccccc2)cc1	-1	-2	0	10	-5	20	1	0.3

Ordered by the number under ARNT TACC3 PPI (highest first): some entries from above
no.	SMILES	esBAF inh	Casp6 inh	ERp5 inh	ARNT TACC3 PPI	PglD inh	RAD52 anneal inh
4	O=[N+]([O-])c1ccccc1S(=O)(=O)NCCC1=CCCCC1	9	.	.	0	5	.
7	O=C(CN1C(=O)NC2(CCCC2)C1=O)NCc1ccccc1	0	-1	3	-2	2	-2
2	CC(=O)Nc1nnc(SCc2cccc(F)c2)s1	9	2	5	-15	.	2

The list goes on:
item	Molecule	esBAF inh	Casp6 inh	ERp5 inh	ARNT TACC3 PPI	PglD inh	RAD52 anneal inh	RAD54 branch	E-sel inducer
9	NC(=O)NCC#Cc1ccc2c(c1)[C@]1(C(=O)N2)[C@H](C(N)=O)[C@H]2C(=O)O[C@H](c3ccccc3)[C@H](c3ccccc3)N2[C@@H]1c1ccccc1OCCO	.	3	-4	-6	2	-16	1	.
10	C[C@@H]1CN([C@@H](C)CO)C(=O)c2cc(NC(=O)Nc3cccc4ccccc34)ccc2O[C@H]1CN(C)S(=O)(=O)c1cccs1	-6	-1	0	12	6	11	4	1.1
11	CN(C(=O)CSc1nnn(C)n1)c1ccccc1	-4	0	6	-1	1	-10	2	.
12	COc1ccc(Cl)cc1C(=O)NNC(=O)c1cc2ccccc2o1	7	-6	-1	-5	-4	0	-9	-0.5
13	O=S(=O)(Nc1ncccn1)c1ccc(Cl)cc1	-4	-2	2	1	4	-14	-10	.
14	CO[C@H]1CN(C)C(=O)c2ccc(NC(=O)C3CC3)cc2OC[C@H](C)N(Cc2cccc(F)c2)C[C@@H]1C	.	-1	8	.	.	7	.	-0.4
15	O=C(C[C@@H]1C[C@H]2c3cc(NS(=O)(=O)c4ccc(F)cc4)ccc3O[C@H]2[C@@H](CO)O1)NC1CCCCC1	9	11	-3	-2	1	3	-13	0.3
16	c1ccc(Cc2noc(CN3CCCC(CN4CCOCC4)C3)n2)cc1 (stereo not given)	-6	0	0	19	-3	-11	-2	4.0

Next structures follow.
item	Molecule	esBAF inh	Casp6 inh	ERp5 inh	ARNT TACC3 PPI	PglD inh	RAD52 anneal inh	RAD54 branch	E-sel inducer
17	CCCC1=Nc2cc(C(=O)NCCN3CCOCC3)ccc2Sc2ccccc21	1	-2	3	5	1	-8	-3	-0.1
18	C[C@@H]1CN([C@H](C)CO)C(=O)c2cccc(NC(=O)Nc3ccccc3)c2O[C@@H]1CN(C)Cc1ccc(C(=O)Nc2ccccc2N)cc1	-22	.	2	3	-3	-11	0	10
19	CC1(C(=O)NCc2ccccc2)Cc2c(-c3ccc(C(N)=O)cc3)ccnc2O1 (stereo not given)	-4	2	0	.	-4	-7	3	2.4
20	CCCNC(=O)C[C@@H]1C[C@H]2c3cc(NS(=O)(=O)c4cccc(OC)c4)ccc3O[C@H]2[C@H](CO)O1	0	3	-6	-3	-2	-4	-4	-0.2
21	Cn1c(=O)oc2cc(S(=O)(=O)NCCC(=O)NCc3ccccc3Cl)ccc21	-7	-1	-1	4	5	-6	8	0.3
22	COc1ccc(S(=O)(=O)Nc2ccc3c(c2)C(=O)N([C@@H](C)CO)C[C@@H](C)[C@@H](CN(C)C(=O)Nc2ccc(F)cc2)OCCCC[C@H](C)O3)cc1	-2	1	-5	-4	-1	18	-1	0.1
23	COc1ccc2c(c1)CC/C(=C/c1ccccn1)C2=O	68*	4	0	0	2	4	5	0.3
24	COCC#Cc1cnc2c(c1)C(=O)N([C@@H](C)CO)C[C@H](C)[C@@H](CN(C)C(=O)Nc1cc(F)ccc1F)O2	-2	4	-5	5	-2	-8	0	-0.2

Next entries
item	Molecule	esBAF inh	Casp6 inh	ERp5 inh	ARNT TACC3 PPI	PglD inh	RAD52 anneal inh	RAD54 branch	E-sel inducer
25	CCOc1ccc(N(C(=O)c2ccc3c(c2)OCO3)C2C=CS(=O)(=O)C2)cc1 (stereo not given)	0	-2	7	-2	2	-9	-3	1.5
26	COc1ccccc1CNC(=O)C[C@@H]1C[C@@H]2c3cc(NC(=O)NC4CCCC4)ccc3O[C@@H]2[C@H](CO)O1	-4	-3	2	2	0	1	10	-0.2
27	Cc1cc(C(=O)Nc2cccc3c2O[C@H](CN(C)Cc2ccc(-c4ccccc4)cc2)[C@H](C)CN([C@@H](C)CO)C3=O)n(C)n1	-6	-2	-9	-3	6	16	1	0.4
28	O=C(CN1CCN(c2nc(-c3ccc(F)cc3)cs2)CC1)Nc1ccc2c(c1)OCO2	3	1	-5	3	0	-12	4	.
29	O=C(Nc1ccc(C(F)(F)F)cc1)c1ccccc1-n1cnnn1	-1	-3	1	.	0	2	-1	.
30	C[C@H]1CN([C@@H](C)CO)C(=O)c2cc(Br)cnc2O[C@H]1CN(C)C(=O)c1ccccn1	-1&-1&-3	-3&-2&-1	1&-1&6	0&-3	0&0&-1	-7&-3&9	-13&1&14	0.1&1.3
31	COc1ccc(NC(=O)c2nc[nH]c2C(=O)N[C@@H](C)C(=O)OC(C)(C)C)cc1	-4	.	.	6	-3	.	-1	0.0
32	CN(CC(=O)Nc1ccccc1Cl)C(=O)C1CCN(C(=O)c2ccc(F)cc2)CC1	14	-67	-3	0	-2	-16	-1	-0.1

Nothing new here: entries from further up.
item	Molecule	esBAF inh	Casp6 inh	ERp5 inh	ARNT TACC3 PPI	PglD inh	RAD52 anneal inh	RAD54 branch	E-sel inducer
23	COc1ccc2c(c1)CC/C(=C/c1ccccn1)C2=O	68*	4	0	0	2	4	5	0.3
24	COCC#Cc1cnc2c(c1)C(=O)N([C@@H](C)CO)C[C@H](C)[C@@H](CN(C)C(=O)Nc1cc(F)ccc1F)O2	-2	4	-5	5	-2	-8	0	-0.2
25	CCOc1ccc(N(C(=O)c2ccc3c(c2)OCO3)C2C=CS(=O)(=O)C2)cc1 (stereo not given)	0	-2	7	-2	2	-9	-3	1.5
26	COc1ccccc1CNC(=O)C[C@@H]1C[C@@H]2c3cc(NC(=O)NC4CCCC4)ccc3O[C@@H]2[C@H](CO)O1	-4	-3	2	2	0	1	10	-0.2
27	Cc1cc(C(=O)Nc2cccc3c2O[C@H](CN(C)Cc2ccc(-c4ccccc4)cc2)[C@H](C)CN([C@@H](C)CO)C3=O)n(C)n1	-6	-2	-9	-3	6	16	1	0.4
28	O=C(CN1CCN(c2nc(-c3ccc(F)cc3)cs2)CC1)Nc1ccc2c(c1)OCO2	3	1	-5	3	0	-12	4	.
29	O=C(Nc1ccc(C(F)(F)F)cc1)c1ccccc1-n1cnnn1	-1	-3	1	.	0	2	-1	.

(continued)
item	Molecule	esBAF inh	Casp6 inh	ERp5 inh	ARNT TACC3 PPI	PglD inh	RAD52 anneal inh	RAD54 branch	E-sel inducer
33	COc1ccc(CN(C(=O)c2cnccn2)C(C(=O)NC(C)(C)C)c2cc(OC)c(OC)c(OC)c2)cc1 (stereo not given)	3	.	.	-5	-5	.	3	.
34	CCOc1ccccc1-c1cc(C(=O)Nc2ccc(C(=O)O)cc2)c2ccccc2n1	-4	19	-4	-9	7	-6	-14	0.2
35	CCCCCCC(O)(c1ccc(OC)cc1)C(CN1CCOCC1)c1ccccc1 (stereo not given)	-8	-2	4	7	1	-9	-6	-0.2
36	NS(=O)(=O)c1cccc(NC(=O)c2cccnc2Oc2ccccc2)c1	.	1	1	-7	.	-9	.	1.0
37	O=C(Cc1ccccc1)Nc1nc(-c2ccc(F)c(F)c2)cs1	16	-5	3	1	-5	-15	4	0.1
38	CCS(=O)(=O)Nc1ccc2c(c1)C(=O)N(C)[C@H]1CC[C@@H](CC(=O)NCc3ccccc3F)O[C@H]1CO2	-4	3	-1	-2	8	25	2	0.1
39	CC[N+]1=CN(c2ccccc2)C(C)=CC1(C)C	.	-25	0	1	5	-3	0	.
40	C[C@@H]1CCCCO[C@@H](CN(C)S(=O)(=O)c2ccccc2)[C@H](C)CN([C@@H](C)CO)C(=O)c2cc(NS(=O)(=O)c3ccccc3)ccc2O1	5	3	-1	-2	2	-17	4	-0.2

Other structures
item	Molecule	esBAF inh	Casp6 inh	ERp5 inh	ARNT TACC3 PPI	PglD inh	RAD52 anneal inh	RAD54 branch	E-sel inducer
41	COCC(=O)N1C[C@H](C)[C@H](OC)CN(C)C(=O)c2cc(NC(=O)c3ccc(OC)cc3)ccc2OC[C@H]1C	2	0	-5	-2	-1	9	2	0.6
42	O=S(=O)(c1ccc(Br)cc1)n1c(Cc2ccccc2)nc2ccccc21	.	-1	6	-5	.	-18	.	.
43	CC(C)NC(=O)N(C)C[C@@H]1Oc2ccc(NC(=O)Nc3ccc(F)cc3)cc2CC(=O)N([C@@H](C)CO)C[C@H]1C	-5	1	-3	-2	2	16	6	-0.3
44	Cc1csc2nc(CCNS(=O)(=O)c3cccs3)cn12	53*	0	2	-5	-2	-21	1	0.2
45	CCc1ncc(CN2CCCC(C(=O)Nc3cccc(-c4cccc(C)c4)c3)C2)cn1 (stereo not given)	-1	-6	2	2	-1	-32	2	.
46	COc1ccc(S(=O)(=O)N2CCC(C(=O)NC3CC3)CC2)cc1Cl	2	.	.	-8	0	.	-2	.
47	Cc1cc(NC(=O)c2cnn3c(C(F)(F)F)cc(-c4ccc(Br)cc4)nc23)no1	-4	.	.	-2	-2	.	4	.
48	COc1ccc(CCNC(=O)c2ccccc2C(=O)NCCc2ccc(OC)c(OC)c2)cc1OC	.	21	-6	.	-5	-12	-5	3.8
49	O=C(CCN1CCCO1)N1CCCC(Nc2cccc(F)c2)C1 (stereo not given)	.	-15	6	.	.	2	.	0.1

2 entries drawn at random from those above, as already listed:
item	Molecule	esBAF inh	Casp6 inh	ERp5 inh	ARNT TACC3 PPI	PglD inh	RAD52 anneal inh	RAD54 branch	E-sel inducer
48	COc1ccc(CCNC(=O)c2ccccc2C(=O)NCCc2ccc(OC)c(OC)c2)cc1OC	.	21	-6	.	-5	-12	-5	3.8
46	COc1ccc(S(=O)(=O)N2CCC(C(=O)NC3CC3)CC2)cc1Cl	2	.	.	-8	0	.	-2	.
